Compound activity from PubChem BioAssay.
MT stabilize HCS – microtubule stabilization, imaging screen; HeLa tubulin immunostaining HCS, 24 h; share of cells brighter than vehicle mean+2SD; % tubulin-high responders, % at 10 µM; 0.83% of 200,000 active; AID 2205;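 active means plate Z-score above 3 for both tubulin-high and condensed-nucleus cell shares, with cell loss under 80%, at 10 µM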;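 further: anti alpha tubulin signal scored within the nucleus-defined area of each cell; some results filed as inactive read as strong as hits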
Lipid droplet – modulators of hepatic lipid droplet formation. AML12 mouse hepatocytes, oleate lipid droplets, BODIPY imaging. inhibition, % at 6.5 µM. 0.4% of 240,000 active. AID 1656;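 active means lipid droplet intensity inhibited by at least 50%, with more than 500 cells counted; inconclusive means wells with under 300 cells, treated as cytotoxic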
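Assay system: AML12 hepatocytes (mouse); Probe or stimulus: oleic acid at 100 µM to induce lipid droplet formation; Dosing: compound at 6.5 µM only; Schedule: compound with oleate, overnight; Detection: fluorescence imaging, 20x objective, two fields per well; Measure: % inhibition of lipid droplet signal.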
Autophagy mod – modulators of autophagy; MEF GFP-LC3 puncta imaging; test concentration mostly 10 µM; calls only at 10 µM (by protocol); 0.98% of 190,000 active; AID 463193;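 active means percentage of spot-positive cells more than 3 SD above its plate mean, without a fluorescence outlier flag or 80% toxicity; inconclusive means no clear call, values can overlap the other calls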;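 further: spot-positive cell cutoff set from DMSO-treated cells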
T cell modulator – modulates CD8 T cell binding to vesicles; 2C CD8+ T cell-vesicle binding, flow cytometry; stronger effect = lower value; calls only at 7 µM; 0.068% of 330,000 active;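 active means response, share of CD8 T cells binding vesicles, and their 90th percentile fluorescence all below set limits, cut at about 80% in these data, passing the limit was not always enough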
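material = purified 2C TCR transgenic mouse naive CD8+ T cells | controls = Unloaded micro-vesicles (low), QL9 vesicles with 0.7% DMSO (high) | detection = cytometric PE anti-B7-1 and Alexa647 anti-CD8 signals after 1% paraformaldehyde fixation | incubation = binding step 1.5 h, 37 °C, antibody labelling 20 min, ice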
TNAP activation fold – human TNAP enzyme activators, primary screen, biochemical, luminescent, no phosphate acceptor, uHTS (AID 1001). purified TNAP, luminescent activation assay, no phosphate acceptor; higher activation fold means a stronger effect. activation fold at 20 µM; hits with a dose series show EC50 in µM. 0.03% of 200,000 active; in the data active means activation fold from about 3, or a potency from the dose series; inactive means the rest, 99 in 100 with activation fold below about 1.6; further: many of its hits are not listed in these tables
PMI inhibitors – inhibitors of human PMI, primary screen, biochemical, fluorescence intensity, coupled assay (AID 1209) | one-dose inhibition, % at 20 µM; IC50 in µM for titrated hits | purified PMI enzyme, coupled fluorescence intensity; higher % means a stronger effect | 0.42% of 190,000 active;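 further: plate controls were DMSO vehicle for no effect and wells lacking substrate for full effect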
Ins promoter up – MIN6 insulin promoter up-regulation | z-score at 5 µM | 0.3% of 190,000 active | MIN6 insulin promoter-GFP reporter, high-content imaging; stronger effect = higher value;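 active means z-score above 3 at 5 µM with at least 500 cells counted in the well; inconclusive means wells under 500 cells, flagged as cytotoxic or low count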
bCat nuc transl – modulators of beta-catenin nuclear translocation; HeLa beta-catenin nuclear translocation, immunofluorescence imaging; nuclear translocation activity, % at 5 µM; 0.3% of 190,000 active;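 active means nuclear translocation activity above 50% at 5 µM, with a well cell count of 50 or more; inconclusive means wells under 50 cells across six images, flagged as toxic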;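 further: per-cell ratio of nuclear to cytoplasmic median beta-catenin stain intensity; plate controls were DMSO negative control for no effect and GSK-3 inhibitor IX positive control for full effect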
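Technique: fluorescence imaging of beta-catenin antibody stain plus DAPI / Material: human HeLa cell line / Incubation: compound treatment 24 h, 37°C, 5% CO2 / Read-out basis: % activation of per-cell nuclear versus cytoplasmic median beta-catenin signal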
PMI inhibition – human PMI inhibitors, high substrate, primary screen, biochemical, fluorescence intensity, high mannose 6-phosphate (AID 1220). recombinant PMI enzyme, coupled fluorescence intensity; higher % means a stronger effect. inhibition, % at 20 µM; hits with a dose series show IC50 in µM. 0.66% of 190,000 active
Ins promoter up cell count – also measured in Ins promoter up; calls as there; cell count; measured here: cytotoxicity, nuclei count;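 total cells summed across four imaged fields per well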
Lipid droplet cells 6.5 µM – also measured in Lipid droplet; calls as there; cell count; measured here: cell count, cytotoxicity flag;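 cells counted across two imaged fields per well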
bCat nuc transl cell count 5 µM – further read-out of bCat nuc transl, marked with its call; cell count; measured here: cell count, cytotoxicity flag
T cell modulator vesicle-bound % – second read-out of T cell modulator, no call of its own (marks repeat the call); double positive events, %; measured here: CD8+ vesicle-bound cell fraction;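 binding gate set so that unloaded-vesicle control wells show 10% double positive cells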
MT stabilize HCS Hoechst-high % – further read-out of MT stabilize HCS, marked with its call; % Hoechst-high responders; measured here: nuclear condensation Hoechst responders;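 share of cells brighter than vehicle mean plus two SD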
MT stabilize HCS cytotoxicity % – further read-out of MT stabilize HCS, marked with its call; toxicity, %; measured here: cytotoxicity by cell density;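 0% = mean cell density of plate MIN control wells and 100% = no cells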
Autophagy mod cell loss 18 h – recorded beside Autophagy mod, whose call it bears; toxicity, %; measured here: cell loss, nuclei count;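 cell loss after 18 h compound exposure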
* = called active by the depositor; i = inactive; ? = inconclusive; nt = no result given; + = active, no number. Unless noted, no stated cut-off is given here; in the data, active means inhibition above about 50%; inactive means the rest. Rows are unselected, and some 2.9% of all compounds hit somewhere here.

SMILES	MT stabilize HCS cytotoxicity %	Ins promoter up cell count	T cell modulator vesicle-bound %	bCat nuc transl cell count 5 µM	Autophagy mod	PMI inhibition	MT stabilize HCS	bCat nuc transl	Lipid droplet	TNAP activation fold	PMI inhibitors	Autophagy mod cell loss 18 h	Ins promoter up	MT stabilize HCS Hoechst-high %	T cell modulator	Lipid droplet cells 6.5 µM
Cc1ccc(NC(=O)Cn2nnc(-c3ccccc3-n3cnnn3)n2)c(C)c1	6.6	1172	41	1112	i	6%	1.5	0.7	-16	1.1	4%	-8	0.3	0.8	i	714
C=CCn1c(SCc2ccc(C#N)cc2)nnc1-c1cccc(Cl)c1	97	1252	44	1051	i	-1%	5.8	-0.1	-16	1.1	8%	-8	-0.09	6.4	i	713
COC(=O)CNC(=O)c1ccc(F)cc1	nt	1042	20	1269	nt	nt	nt	0.3	5	nt	nt	nt	-0.08	nt	i	713
CCCc1cc(C(=O)Nc2cc(C)on2)no1	5.6	983	32	1132	i	5%	7.1	-6.5	nt	1.2	2%	6	1.4	2.4	i	nt
CCNC(=S)Nc1ccc(N(c2ccccc2)C(C)C)cc1	9.3	902	28	985	i	27%	1.8	2.7	-8	1.1	33%	-7	0.18	1.7	i	738
CC1=Nn2c(nnc2-c2ccccn2)SC1	7.3	1182	17	nt	i	15%	2.4	nt	2	1.1	16%	7	1.6	1.0	i	763
C=CCn1c(=O)c2c(nc3n2CCS3)n(C)c1=O	2.2	1193	22	700	i	-10%	2.9	0.6	nt	1	-11%	-3	1.5	1.3	i	nt
CSc1nnc(C)c(=O)n1COC(=O)c1ccccc1	2.5	1262	45	nt	i	-6%	1.3	nt	-3	1.1	-4%	2	-0.16	2.1	i	695
COc1ccc2c(c1)c1nc3n(c(=O)c1n2CC(=O)Nc1cc(C)[nH]n1)CCS3	4.1	1745	51	1055	i	3%	2.2	-6.2	-13	1	10%	35	-0.82	2.8	i	593
Cc1ccc(OCCNC(=O)Cc2ccc(F)cc2)cc1	3.3	1658	0	1040	i	10%	2.1	-1.3	-20	1.1	12%	24	-0.07	1.9	i	657
COc1ccc2ccccc2c1C1CC(=O)N2CN(Cc3ccco3)CSC2=C1C#N (stereo not given)	9.2	962	28	nt	i	63%*	2.9	nt	nt	1	46%	7	0.69	2.6	i	nt
Cc1cc(=O)n(C)c(=O)n1CCCCCCOc1ccc([N+](=O)[O-])cc1	10	nt	50	1102	i	-9%	2.9	0.8	-13	1	2%	10	nt	2.4	i	699
O=C(CC1C(=O)NCCN1C(=O)Nc1ccccc1)Nc1ccc(F)cc1 (stereo not given)	nt	1471	24	1069	nt	nt	nt	-0.4	-4	nt	nt	nt	0.3	nt	i	664
Cn1cc(CNC(=O)C23CC4CC(CC(C4)C2)C3)cn1	0.7	nt	6	nt	i	-14%	3.2	nt	6	1.2	-14%	4	nt	0.4	i	735
Cc1ccc(-n2ncc(Br)c(Br)c2=O)cc1	2.5	653	nt	902	+	4%	1.7	0.2	0	1	0%	65*	-5	1.2	nt	672
CN1/C(=C\C=C(/C#N)C(=O)Nc2ccccc2F)C(C)(C)c2ccccc21	7.7	nt	56	1124	i	3%	2.3	1.7	?	0.9	-5%	6	nt	2.8	i	nt
CC(C)c1ccccc1NC(=S)N1CCN(Cc2ccc3c(c2)OCO3)CC1	4.6	1578	18	1031	i	0%	2.0	1.0	0	1	-5%	18	0.43	1.2	i	664
OCCC1CN(Cc2cc3c(cc2Cl)OCO3)CCN1C1CCCC1 (stereo not given)	1.1	1311	12	1003	i	0%	1.0	1.1	-7	1.1	0%	15	0.41	1.4	i	583
Cc1ccccc1NC(=O)c1ccc(S(=O)(=O)C(F)F)cc1	0.6	1468	52	1090	i	-1%	1.9	-0.3	8	1.1	7%	12	-0.71	2.6	i	651
CC1CCCCN1C(=O)NC12CC3CC(CC(C3)C1)C2 (stereo not given)	5.6	1014	22	950	i	8%	3.5	7.9	-2	1	11%	2	1.2	2.2	i	774
O=C1Cc2ccccc2C(=O)N1OCc1ccc(Cl)cc1Cl	6.7	869	52	1117	i	30%	7.7	-6.1	-25	1.1	-13%	1	-0.08	2.3	i	707
Cc1nn(C2CCS(=O)(=O)C2)c(C)c1C=O (stereo not given)	4.5	1175	24	997	i	-6%	2.2	-0.5	-1	1	-13%	14	1.4	1.1	i	648
O=C(CSCc1ccccc1Cl)N/N=C/c1ccco1	3.7	1340	46	1557	i	-2%	2.7	0.7	6	1.1	2%	-22	0.48	2.0	i	716
CC(c1n[nH]c(=S)n1-c1ccc(F)cc1)N1CCCCC1 (stereo not given)	5.0	1130	45	1021	i	0%	3.3	-1.4	3	1	-9%	-3	-0.35	2.8	i	704
Cc1ccc(NC(=O)CN(C)C(=O)Cn2ccsc2=N)cc1	10	1190	38	1126	i	4%	4.3	-4.9	6	1.1	-11%	-3	0.01	2.1	i	674

Next section; the last two above are carried over.
SMILES	MT stabilize HCS cytotoxicity %	Ins promoter up cell count	T cell modulator vesicle-bound %	bCat nuc transl cell count 5 µM	Autophagy mod	PMI inhibition	MT stabilize HCS	bCat nuc transl	Lipid droplet	TNAP activation fold	PMI inhibitors	Autophagy mod cell loss 18 h	Ins promoter up	MT stabilize HCS Hoechst-high %	T cell modulator	Lipid droplet cells 6.5 µM
CC(c1n[nH]c(=S)n1-c1ccc(F)cc1)N1CCCCC1 (stereo not given)	5.0	1130	45	1021	i	0%	3.3	-1.4	3	1	-9%	-3	-0.35	2.8	i	704
Cc1ccc(NC(=O)CN(C)C(=O)Cn2ccsc2=N)cc1	10	1190	38	1126	i	4%	4.3	-4.9	6	1.1	-11%	-3	0.01	2.1	i	674
O=C(CC1CCCCC1)NCc1ccco1	0.9	1636	11	1581	i	-6%	3.1	0.4	-9	1.1	-4%	18	0.85	1.7	i	713
COc1ccc(-n2cc(CNC(C)c3ccncn3)c(-c3cccc(F)c3)n2)cc1 (stereo not given)	6.3	1652	66	1545	i	nt	1.8	0.6	4	1.1	nt	4	0.06	2.6	i	713
CCC(=O)Nc1cccc(NC(=S)NC(=O)c2cccs2)c1	9.2	1277	44	nt	i	8%	2.4	nt	17	1	-1%	-3	-0.44	2.4	i	687
CCOC(=O)c1sc2ccccc2c1OC(=O)c1ccccc1	5.2	855	7	1127	i	9%	1.4	0.1	-1	1	11%	-6	-0.23	1.1	i	761
CCN(CC)c1ccc(C=NCCc2ccc(S(N)(=O)=O)cc2)cc1	4.6	1583	25	1018	i	5%	4.6	1.3	8	1	3%	-14	0.48	2.2	i	693
Cc1cc(C(=O)CN2C(=O)c3ccccc3S2(=O)=O)c(C)n1CC1CCCO1 (stereo not given)	8.8	1459	14	960	i	-10%	5.8	-3.8	nt	1.1	-8%	-10	0.29	2.4	i	nt
COc1cc2c(cc1OC)CN(C(=O)c1sc(-c3cnccn3)nc1C)CC2	nt	1380	29	983	nt	nt	nt	-0.4	-7	nt	nt	nt	-0.46	nt	i	667
CC(=O)Nc1ccc(S(=O)(=O)/N=C2\C(=O)c3ccccc3C([O-])=C2n2cc[n+](-c3ccccn3)c2)cc1	nt	1361	21	1246	nt	nt	nt	1.1	-5	nt	nt	nt	0.01	nt	i	679
C=CC(C)Sc1nc2c(c(=O)n(C)c(=O)n2C)n1Cc1ccccc1Cl (stereo not given)	4.8	1649	21	1038	i	25%	5.1	-0.5	-1	1.1	20%	2	0.87	1.9	i	662
Cc1ccc(N2C(=O)c3n[nH]c(C)c3C2c2ccccn2)cc1 (stereo not given)	18	1665	44	1370	i	14%	7.1	-2.3	nt	1	0%	-54	0.03	2.0	i	nt
COc1ccc(S(=O)(=O)Nc2ccc(O)c(Sc3nc4ccccc4s3)c2)cc1	8.8	1180	45	937	i	-19%	5.9	-0.2	29	1.1	-8%	4	0	3.3	i	675
CC(=O)NC1C(OCCOc2ccc(Cl)cc2Cl)OC(COC(C)=O)C(OC(C)=O)C1OC(C)=O (stereo not given)	5.2	1487	42	1393	i	5%	2.6	-1.4	nt	1.1	4%	-8	0.31	2.0	i	nt
COc1ccc(OC)c(NC(=O)Cc2coc3ccc4ccccc4c23)c1	5.2	671	30	1172	i	17%	1.7	-2.9	51*	1.1	23%	-10	-0.13	1.1	i	719*
CC1=[N+](C)N(c2ccccc2)C(=O)C1N=C/C=C/c1ccccc1 (stereo not given)	nt	1153	26	1341	nt	nt	nt	-0.3	-40	nt	nt	nt	0.35	nt	i	715
COc1cccc(N(C(=O)c2ccco2)C(C(=O)NC2CCCC2)c2cccnc2)c1 (stereo not given)	10.0	1034	43	879	i	0%	0.9	-4.5	nt	1	3%	-2	0.9	2.1	i	nt
CCC(=O)Nc1cc(C(F)(F)F)ccc1N1CCOCC1	12	1269	34	882	i	-1%	1.4	-5.0	nt	1	-4%	1	0.13	2.4	i	nt
C/C(=N\NC(=O)c1ccncc1)c1cc2ccccc2oc1=O	7.5	1226	25	569	i	-14%	5.4	3.3	-1	0.8	-14%	-1	-0.12	2.4	i	646
O=C(NCCCN1CCCC1=O)c1ccc(Cl)c(NS(=O)(=O)c2ccc(F)cc2)c1	7.0	1328	57	1009	i	10%	5.3	-2.2	0	1	15%	-9	0.15	4.0	i	642
CCNC(=O)CN1C(=O)NC(Cc2ccccc2)(Cc2ccccc2)C1=O	19	1196	4	1092	i	-4%	2.9	-1.2	4	1.1	-1%	34	-0.28	2.0	i	727
O=C(/C=C/c1ccc(S(=O)(=O)NCc2ccco2)cc1)NCc1cccc(Cl)c1	8.5	1224	29	1053	i	9%	3.6	-2.9	13	1	0%	9	0.09	2.1	i	598
